Growth percent in the NCI-60 one-dose screen (48 h, 10 µM unless noted): 100 = growth as untreated, 0 = no growth, -100 = all killed.
COLO 205: COLO 205 colon cancer | 79,000 tested, 7.3% active
SW-620: SW-620 colon cancer; 82,000 tested, 5.2% active; AID 1794795
HT29: HT29 colon cancer; AID 1794748; 81,000 tested, 7.4% active
KM12: KM12 colon cancer cells. 82,000 tested, 5% active
A498: A498 renal cancer cells | 76,000 tested, 5.4% active
HCC-2998: HCC-2998 colon cancer | 79,000 tested, 4.7% active | AID 1794799
HCT-15: HCT-15 colon cancer. 82,000 tested, 5.2% active
HCT-116: HCT-116 colon cancer; 82,000 tested, 7.3% active; AID 1794798
SNB-75: SNB-75 CNS cancer | 79,000 tested, 5% active
* hit, by the source's call; / = not tested or not shown; & = joins results of further samples. The calls were made as follows: active = growth percent below 10; inactive = the rest.

SMILES	COLO 205	SW-620	HT29	KM12	A498	HCC-2998	HCT-15	HCT-116	SNB-75
CC(C)CCN(CCC(C)C)CC(O)c1cc(-c2ccc(C(F)(F)F)cc2)nc(-c2ccc(C(F)(F)F)cc2)c1 (configuration not stated)	75	80	103	75	83	101	96	92	92
CC1C(=NC(=O)c2cnccn2)C(C)C(c2ccc(Cl)cc2)NC1c1ccncc1 (configuration not stated)	/	111	73	96	115	115	79	74	78
CC(C)c1ccc2c(c1)CC[C@H]1[C@](C)(C(=O)OCC#CCN3CCOCC3)CCC[C@]21C	92	93	72	89	96	97	62	71	97
CC(=O)c1cccs1	116	108	100	102	77	98	100	97	96
CSc1nc(-c2ccc(F)cc2)c(C#N)c(N2CCOCC2)n1	106	97	92	101	74	101	99	97	74
COc1ccc(NC(=O)Oc2c(C)cc(Cl)cc2[N+](=O)[O-])cc1	105	93	105	103	133	116	102	95	84
CCOC(=O)/C=C/c1cc2cc(-c3csc4ccccc34)ccc2[nH]1	93	46	22	23	90	33	57	60	97
O=C(/C=C/c1ccc([N+](=O)[O-])cc1)c1ccc2c3c(cccc13)CC2	49	47	77	72	-63*	79	59	39	89
COc1c2occc2c(OC)c2c(=O)c(C3=NNC(c4ccc(F)cc4)C3)c(C)oc12 (configuration not stated)	98	102	105	101	95	109	108	93	81
COc1ccc(C2c3[nH]c4ccc(Cl)cc4c3CCN2c2oc(C)nc2C#N)cc1 (configuration not stated)	45	34	33	31	73	62	27	33	60
COc1ccc(-c2n/c(=C\c3c(O)[nH]c4ccc(OC)cc34)cc3c2=Nc2ccccc2-3)cc1	89	0.4*	-47*	8.7*	87	23	0.9*	-73*	30
O=S(=O)(O)c1ccc2c(c1)CCC2	110	/	104	/	/	/	112	103	98

Part of the list above in order of count of non-hydrogen atoms, ascending:
SMILES	COLO 205	SW-620	HT29	KM12	A498	HCC-2998	HCT-15	HCT-116	SNB-75
O=S(=O)(O)c1ccc2c(c1)CCC2	110	/	104	/	/	/	112	103	98
O=C(/C=C/c1ccc([N+](=O)[O-])cc1)c1ccc2c3c(cccc13)CC2	49	47	77	72	-63*	79	59	39	89
COc1ccc(C2c3[nH]c4ccc(Cl)cc4c3CCN2c2oc(C)nc2C#N)cc1 (configuration not stated)	45	34	33	31	73	62	27	33	60

Exported with values under each structure: 6 of the compounds above
Order of values – COLO 205	SW-620	HT29	KM12	A498	HCC-2998	HCT-15	HCT-116	SNB-75
> CC(=O)c1cccs1
 : 116	108	100	102	77	98	100	97	96
> CSc1nc(-c2ccc(F)cc2)c(C#N)c(N2CCOCC2)n1
 : 106	97	92	101	74	101	99	97	74
> COc1ccc(NC(=O)Oc2c(C)cc(Cl)cc2[N+](=O)[O-])cc1
 : 105	93	105	103	133	116	102	95	84
> CCOC(=O)/C=C/c1cc2cc(-c3csc4ccccc34)ccc2[nH]1
 : 93	46	22	23	90	33	57	60	97
> O=C(/C=C/c1ccc([N+](=O)[O-])cc1)c1ccc2c3c(cccc13)CC2
 : 49	47	77	72	-63*	79	59	39	89
> COc1c2occc2c(OC)c2c(=O)c(C3=NNC(c4ccc(F)cc4)C3)c(C)oc12 (configuration not stated)
 : 98	102	105	101	95	109	108	93	81

(cont.)
SMILES	COLO 205	SW-620	HT29	KM12	A498	HCC-2998	HCT-15	HCT-116	SNB-75
COc1ccc(C=C(C(=O)c2ccccc2)C(=O)c2ccccc2)cc1	104	103	99	94	/	103	89	90	84
Cn1c(=O)[nH]c2nc(SCC(=O)Nc3ccc(C(=O)/C=C/c4ccc(Br)cc4)cc3)[nH]c2c1=O	/	90	100	78	83	99	99	97	91
CC(=O)Nc1ccc(S(=O)(=O)Nc2ccc(NS(=O)(=O)c3ccc(NC(C)=O)cc3)cc2)cc1	106	114	91	101	115	101	98	98	86
CCOC(C=O)OCC	105	108	100	104	93	99	102	105	98
COc1ccc(-c2nc3ccc(-c4nnc(SCC(=O)Nc5ccc(C(C)=O)cc5)o4)cc3[nH]2)cc1	113	103	116	105	110	111	100	109	93
N#C/C(=C\c1ccc([N+](=O)[O-])cc1)n1nnc2cc(F)c(F)cc21	20	-18*	0.6*	3.8*	68	-56*	-7.7*	-46*	46
O=C(CCn1cnc2c(cc(-c3ccccc3)n2-c2ccncc2)c1=O)Nc1ccc(F)cc1	115	/	108	108	106	97	107	100	105
NC(=O)c1cc(Cl)ccc1NC(=O)[C@@H]1C[C@H]1c1ccccc1	111	100	93	87	84	95	89	100	125
BrC(c1ccccc1)C(Br)c1ccccc1 (configuration not stated)	103	106	106	105	87	105	103	102	90
CCN(CC)S(=O)(=O)c1ccc(S(=O)(=O)N2CCC[C@@H](C(=O)OC3CC3)C2)cc1	101	82	98	83	70	92	99	34	90
Cn1c(=O)c(-c2ccc(Cl)cc2)cc2cnc(Nc3cccc(S(C)(=O)=O)c3)nc21	45	82	35	61	34	81	33	39	63
NC(=O)Cc1ccncc1	100	102	94	105	99	109	104	93	99
CCOc1ccc(Nc2nc(-c3ccc4c(c3)NC(=O)CO4)cs2)cc1	89	83	62	68	103	86	51	41	57
COc1ccc(Cl)cc1-c1nc(C)c(C(C)=O)c(-c2cccc(Oc3ccccc3)c2)n1	94	68	81	56	70	93	78	62	75
O=C(CCNCc1ccccc1)c1ccccc1	111	109	106	97	112	107	106	106	109
COc1ccc(C(O)CCl)c2ccccc12 (configuration not stated)	111	98	102	98	97	89	96	100	78
Nc1ncc(-c2cccc(NS(=O)(=O)c3ccc(Br)cc3)c2)[nH]1	99	97	101	101	90	111	98	99	106
COc1ccc(C2CC(c3ccc(Nc4nc(NCCO)nc(Nc5ccc(Cl)cc5)n4)cc3)=Nc3c(N)nc(N)nc3N2)cc1 (configuration not stated)	92	41	55	55	43	94	14	-80*	117
COc1cccc(-c2oc3cc(OC)ccc3c(=O)c2O)c1	102	65	101	62	48	101	43	44	80
O=S(=O)(O)c1ccc(N=Nc2ccc(N=Nc3c(S(=O)(=O)O)cc4cc(S(=O)(=O)O)cc(O)c4c3O)cc2)cc1	127	97	103	105	/	94	105	106	83
CCCN1C(=O)N(CCC)C2C1NC(=S)N2/N=C/C=C/c1ccccc1OC (configuration not stated)	18	22	2.4*	21	-5.7*	20	19	18	-17*
COc1ccc2occ(C3=C(c4c[nH]c5ccccc45)C(=O)N(O)C3=O)c2c1	98	89	100	91	118	112	100	91	100
COc1ccccc1OCC(=O)O	109	98	106	92	113	103	106	103	95
CCN(CC)CCCC(C)Nc1ccnc2cc(C)ccc12 (configuration not stated)	98	102	104	107	76	116	101	94	76
Cc1cc(C)c(S(=O)(=O)Cl)c(C)c1	103	106	100	102	98	111	97	111	97
O=C(Oc1ccccc1)C(Br)C(Br)c1ccccc1 (configuration not stated)	49	-77*	54	72	91	/	95	61	110
COc1ccc(/C=N/NC(=O)c2c(Nc3ccccc3)nn(CC(O)c3ccccc3)c2N)cc1Oc1ccccc1 (configuration not stated)	112	100	103	84	85	95	75	71	85
Cc1ccccc1OCc1nnc(-c2ccc(Oc3ccc(Cl)cc3Cl)cc2)o1	104	102	98	102	112	104	105	100	76
CCCCN(Cc1ccccc1)Cc1ccc(N(CC)CC)cc1	86	98	86	110	91	95	87	74	85
CCOC(=O)NC(=S)n1oc(=O)c2ccccc21	103	98	105	103	103	101	103	101	95
N#CC1CCCCC1	117	115	105	118	116	96	102	91	93
CS(=O)(=O)c1cccnn1	131	96	90	106	67	110	108	96	49
NC(=O)N/N=C1\CC2CC1C1C=CCC21 (configuration not stated)	109	103	/	99	95	97	106	116	95
O=C1CC(Cc2coc(-c3ccc(Cl)cc3)n2)C(=O)N1c1ccccc1 (configuration not stated)	107	92	94	93	/	94	99	86	90
Cn1ccc2c1-c1oncc1CCC2	116	104	109	118	88	103	102	107	88
C=CC[Si](CC=C)(CC=C)OCC	110	/	105	110	94	112	101	93	106
O=CNC1(c2ccccc2)CCCCC1	106	102	94	91	100	100	114	111	101
N#Cc1c(-c2ccccc2Cl)cc(-c2ccc3ccccc3c2)[nH]c1=O	108	/	108	74	-30*	49	63	18	-37*
Clc1ccc(-c2noc(/C=C\c3ccccc3)n2)cc1	105	110	102	100	94	95	95	102	103
O=C(Nc1ccccc1O)c1cccc(Nc2ccc(Cl)cc2)c1	126	110	107	94	77	101	73	78	80
COc1ccc(-c2cc(-c3ccc(Cl)cc3)nc3nc(N)nn23)cc1	105	104	99	100	/	100	90	99	104
CC(=O)c1ccc(N=Nc2c(Nc3ccccc3)[nH][nH]c2=O)cc1	115	105	118	90	113	115	83	77	56
C=CCn1c(SC/C(=N\O)c2ccccc2)nnc1-c1ccc(OC)c(OC)c1	106	104	94	106	97	100	99	112	87
COC(=O)C(Cc1ccc(O)cc1)n1cc(COc2nc(Cl)nc(N3CCCC3)n2)nn1 (configuration not stated)	113	102	101	101	97	97	98	101	95
O=C(NC(=S)NNC(=S)NNc1ccccc1)c1ccccc1	81	24	81	59	79	51	54	24	4.7*
Cc1cc(C)c(S(=O)O)c(C)c1	126	103	100	112	93	110	111	109	87
CC/C(=C(/c1ccc(OCCN(C)C)cc1)c1ccc(OC(=O)CCC(=O)c2c(C)[nH]c(/C=C3\N=C(c4ccc[nH]4)C=C3OC)c2C)cc1)c1ccccc1	28	-42*	6.7*	/	50	42	3.7*	5.9*	28
N#Cc1c(-c2ccc(F)cc2)cc(-c2ccncc2)[nH]c1=O	121	99	106	99	75	104	103	106	82
C=C(C)C(CCc1nc(N)nc(N)n1)(CCc1nc(N)nc(N)n1)C(C)=O	108	106	106	106	105	101	104	113	90
Cc1nc2sc(C(=O)Nc3ccc(S(N)(=O)=O)cc3)c(N)c2c(C)c1Br	100	107	91	96	100	102	91	96	83
CC(C)(C)c1ccc(C(C)(C)C)cc1	134	99	109	97	89	105	100	106	82
O=c1[nH]c(CNc2ccc(NCc3c(-c4ccccc4)no[n+]3[O-])cc2)nc2c1cnn2-c1ccccc1	101	93	92	73	/	84	71	50	76
C/C(=C(/C)C1CC1CCNC1CCC(NC(=O)OC(C)(C)C)CC1)c1ccccc1 (configuration not stated)	-56*	61	12	74	78	-56*	43	34	60
CCCCCCCCCCCCCCCCCCn1cc(COc2ccc(C=O)cc2)nn1	113	104	92	86	105	100	96	77	104
COc1cc(Cl)cc(-c2nn(-c3cccc(NC(=O)Nc4ccc(Cl)c(Cl)c4)c3)cc2-c2ccncc2)c1	-70*	13	7.4*	14	-9.5*	27	14	9.2*	16
CN1CC(=O)N=C1N	143&106	107&100	99&104	110&109	108	103	111&108	97&112	99&97
COc1cc(N)c2ncccc2c1SC	100	104	/	102	72	102	112	99	91
COc1ccc(/C=C2/CN(C(=O)c3ccc(C)cc3)C/C(=C\c3ccc(OC)cc3)C2=O)cc1	98	71	33	/	89	71	91	-27*	83
COc1ccc(NC(=O)CCSc2nc3ccccc3c(=O)n2Cc2cc(OC)c(OC)c(OC)c2)cc1	93	96	94	104	71	111	77	70	65
COc1ccc(/C=C2/N=C(NNC(=O)c3ccccn3)N(c3ccccc3)C2=O)cc1	109	105	116	96	89	109	88	93	96
Carrying on:
SMILES	COLO 205	SW-620	HT29	KM12	A498	HCC-2998	HCT-15	HCT-116	SNB-75
CCCCCCCCCCCCCCCCN=Cc1ccc(Cl)cc1Cl	119	99	101	108	76	110	110	111	93
COc1cccc(-c2nc3sccn3c2-c2ccnc(NCCNC(=O)c3ccccc3)n2)c1	52	114	54	88	66	114	82	82	93
CCN(C(=O)CCl)C(C)(C)C(SSSC(c1ccc(Cl)cc1)C(C)(C)N(CC)C(=O)CCl)c1ccc(Cl)cc1 (configuration not stated)	57	73	18	86	99	86	56	48	84
CCN(CCO)c1ccc(N=Nc2ccc([N+](=O)[O-])cc2)cc1	101	100	109	95	86	103	87	95	106
O=C(/C=C/N1CCc2c(ncnc2NC2CC2)C1)c1ccccc1O	91	89	69	84	86	97	95	84	98
O=C1C2CCCN2C(=O)c2ccccc2N1Cc1cn(-c2ccc(Br)cc2)nn1 (configuration not stated)	106	101	109	111	121	106	101	97	81
CCO/C=N/C1=C(C#N)C(c2ccc(Cl)cc2)c2c(c3ccccc3n(C)c2=O)O1 (configuration not stated)	72	52	35	69	48	84	41	66	/
CCOC(=O)Cc1nc(N)n(C(=S)NC)n1	112	106	101	100	111	115	105	99	98
N#Cc1cnc(NC2C3CC2C3)nc1-n1cnc2ccccc21 (configuration not stated)	88	80	73	21	/	97	61	57	94
Cc1nnc(N2CCN(c3ccccn3)CC2)c2ccccc12	113	113	91	110	/	102	90	98	114
CCOC(=O)c1ccc2c(c1)[n+](=O)c(C(=O)c1ccc3ccccc3c1)c(C(F)(F)F)n2[O-]	-100*	-90*	-97*	-92*	-62*	-98*	-96*	-100*	-100*
CCCCOc1nc2c(c(=O)n(C)c(=O)n2C)n1C	124	106	106	102	/	/	104	107	85
C=CCn1c(SCC(=O)Nc2ccc(C(=O)/C=C/c3cc(OC)c(OC)c(OC)c3)cc2)nnc1-c1cc(OC)c(OC)c(OC)c1	41	-9.5*	-35*	1.1*	56	20	0.2*	-71*	37
COC1OC(COCc2ccc(Cl)cc2)C(OCc2ccc(Cl)cc2)C1O (configuration not stated)	104	105	100	101	100	104	101	93	85
NC(=O)c1ccccc1Br	119	/	108	115	107	95	99	97	/
CN1CCN(C2=Nc3cc(Cl)ccc3Nc3ccccc32)CC1	86	104	88	107	85	101	96	92	73
Cc1nc2c(=O)[nH]c(SCC(=O)Nc3ccc(Cl)cc3)nc2[nH]c1=O	118	104	111	100	114	106	99	97	97

Bioassay records as filed in PubChem BioAssay.
